GoLoco inh red = blocks human Gai1 binding to RGS12 GoLoco peptide, red readout; Gai1:RGS12 GoLoco peptide FP, rhodamine, 10 min; Potency, µM (doses to about 61.6 µM), without a hit: at the top dose activity, negative = inhibition, most hits filed as inhibitors; hit rate 0.44% among 230,000; active = well fitted inhibition curve with a large enough effect, not every such curve was filed as active; inactive = no such curve, though single readings can be large or run the other way; also: % is scaled to controls: 0 for no effect and ±100 for the full control effect; nearly all actives have a fitted effect of over 30% in size; many of its hits are not listed in these tables
GAA glycogen mod = alters human alpha-glucosidase cleavage of glycogen; P10253; recombinant GAA, glycogen substrate, Amplex Red glucose oxidase fluorescence; Potency, µM (highest dose often 76.4 µM), for inactives: top-dose activity change, negative = inhibition, usual class: inhibitors; hit rate 0.38% among 300,000; AID 2100;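 also: 0% = full enzyme reaction and -100% = no-enzyme basal signal; the screen sought inhibitors and activators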
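Recombinant enzyme (4 nM final) with compounds titrated up to 77 uM and bovine liver glycogen (30 ug) in citrate pH 5.0, 0.01% Tween-20, 37 C 40 min. Released glucose detected by Amplex Red/glucose oxidase (Ex 573/Em 610); AC50 from Hill fits.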
SMN2 splice up = increases expression of the SMN2 splice variant. HEK293 SMN2-luciferase splicing reporter, luminescence, 30-36 h. Potency, µM (highest dose often 46.1 µM), without a hit: at the top dose activity change, positive = activation, actives largely listed as activators. hit rate 2.8% among 210,000; also: % of control where 0% means no effect; nearly all actives have a fitted effect of over 55% in size
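qHTS luciferase splicing reporter: luminescence rises when SMN2 exon 7 is included in transfected HEK293 cells. Compound exposure lasted 30-36 h at 37C, with 4.5 mM final sodium butyrate as control, followed by a ONE-Glo read.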
GLA spleen mod = inhibits or activates alpha-galactosidase in human spleen homogenate; P06280; Potency, µM (doses to about 80 µM), for the others: at the highest dose activity change, negative = inhibition, actives largely listed as inhibitors; hit rate 0.008% among 240,000; human spleen homogenate, 4MU-alpha-Gal fluorescence, 40 min;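 also: 0% = enzyme with vehicle and -100% = no enzyme basal signal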
Target sequence (P06280 32-429 limits assumed): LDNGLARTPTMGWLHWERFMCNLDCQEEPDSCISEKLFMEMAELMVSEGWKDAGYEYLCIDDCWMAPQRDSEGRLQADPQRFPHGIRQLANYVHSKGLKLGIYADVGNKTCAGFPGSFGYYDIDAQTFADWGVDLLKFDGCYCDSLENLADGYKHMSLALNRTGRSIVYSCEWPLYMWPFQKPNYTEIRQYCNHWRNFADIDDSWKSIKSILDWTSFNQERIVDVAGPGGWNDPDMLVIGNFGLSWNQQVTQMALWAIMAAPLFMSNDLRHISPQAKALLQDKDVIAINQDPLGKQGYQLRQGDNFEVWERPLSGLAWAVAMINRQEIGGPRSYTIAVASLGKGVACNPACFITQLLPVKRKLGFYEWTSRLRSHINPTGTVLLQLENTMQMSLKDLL
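Human spleen homogenate (1 ug) as enzyme source, 4-methylumbelliferyl-alpha-D-galactopyranoside 1 mM final, citrate/phosphate pH 5.0 with 0.01% Tween-20. Compounds 40 min at 37C, NaOH/glycine stop; fluorescence Ex 365/Em 440, Hill-fit AC50.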
aGlu spleen mod = lysosomal alpha-glucosidase (human) modulation | P10253 | human spleen homogenate, 4-MU-alpha-glucoside fluorescence | Potency, µM (doses to about 79.9 µM), without a hit: at the top dose activity change, negative = inhibition, actives largely listed as inhibitors | hit rate 0.006% among 240,000 | AID 2112;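 also: 0% = enzyme with vehicle and -100% = no enzyme basal signal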
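Human spleen homogenate (1 ug) with 4-methylumbelliferyl-alpha-D-glucopyranoside (1 mM final) in 50 mM citrate/phosphate pH 5.0, 0.01% Tween-20; 40 min at 37 C. Stopped at pH 10; 4-MU fluorescence Ex 365/Em 440 nm; AC50 by Hill fit.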
* = called active by the depositor; [ ] = dose if it differs, or a comment. Unless noted, calls follow the shape of the dose curve; as a rule, active = well fitted curve in the direction sought with a large enough effect; inconclusive = small, poorly fitted or top-dose-only effect, or another doubt; inactive = no such curve, though single readings can be large; an effect the other way counts as inactive or inconclusive. Potency is read from the fitted curve at half-maximal effect.

What do the screens show for `Cc1ccccc1N=Nc1ccc(N=Nc2c(O)ccc3ccccc23)c(C)c1`?
GoLoco inh red: -2.2%

Results for CCOC(=O)c1cccc(N)c1 ?
GoLoco inh red: 12.7%

Results for CN(C)CC/C=C1\c2ccccc2COc2ccc(CC(=O)O)cc21 ?
GoLoco inh red: -56.7%

Results for COc1ccc(NC(=O)Cn2ccn(-c3ccc(C)c(C)c3)c(=O)c2=O)cc1Cl ?
GAA glycogen mod: 2.3%[76.3 µM]

Results for CC1(C)OC2CC3C4CC(F)C5=CC(=O)C=CC5(C)C4(F)C(O)CC3(C)C2(C(=O)CO)O1 (stereo unspecified) ?
GAA glycogen mod: 4.4%

How did Cc1nn(CC(=O)NCCc2ccccc2)c(=O)c2c1sc1ccccc12 do in these assays?
GAA glycogen mod: 12.4%[76.3 µM]

Results for C/C=C/C=N\NC(=O)c1ccncc1 ?
GAA glycogen mod: 2.8%[76.3 µM]

What do the screens show for `Nc1ccc(C(=O)Nc2ccccc2N)cc1`?
GAA glycogen mod: 0.6%[76.3 µM]

What do the screens show for `CCOC(=O)C1(CCOc2ccccc2)CCN(Cc2ccc(O)c(Cl)c2)CC1`?
GAA glycogen mod: -0.4%[76.3 µM]

Results for COc1ccc(C(=O)Nc2nc3ccccc3n2CCOc2ccc(Cl)cc2)cc1 ?
GAA glycogen mod: -5.8%[76.3 µM]; SMN2 splice up: 2.7%

Results for Cc1nc2c3ccccc3nc(NNC(=O)CCC(=O)N3CCN(c4cc(Cl)ccc4C)CC3)n2n1 ?
GAA glycogen mod: -17.5%[76.3 µM]; SMN2 splice up: 0.5%

How did CCCCC1CCC(CCCC(C)CCC(=O)O)CC1 (stereo unspecified) do in these assays?
GAA glycogen mod: 3.8%[76.3 µM]; SMN2 splice up: -8.5%

Entries listed so far that contain four or more nitrogen atoms:
What do the screens show for `Cc1ccccc1N=Nc1ccc(N=Nc2c(O)ccc3ccccc23)c(C)c1`?
GoLoco inh red: -2.2%

Results for Cc1nc2c3ccccc3nc(NNC(=O)CCC(=O)N3CCN(c4cc(Cl)ccc4C)CC3)n2n1 ?
GAA glycogen mod: -17.5%[76.3 µM]; SMN2 splice up: 0.5%

The listing picks up; the four compounds before the break are reprinted first.
What do the screens show for `CCOC(=O)C1(CCOc2ccccc2)CCN(Cc2ccc(O)c(Cl)c2)CC1`?
GAA glycogen mod: -0.4%[76.3 µM]

Results for COc1ccc(C(=O)Nc2nc3ccccc3n2CCOc2ccc(Cl)cc2)cc1 ?
GAA glycogen mod: -5.8%[76.3 µM]; SMN2 splice up: 2.7%

Results for Cc1nc2c3ccccc3nc(NNC(=O)CCC(=O)N3CCN(c4cc(Cl)ccc4C)CC3)n2n1 ?
GAA glycogen mod: -17.5%[76.3 µM]; SMN2 splice up: 0.5%

How did CCCCC1CCC(CCCC(C)CCC(=O)O)CC1 (stereo unspecified) do in these assays?
GAA glycogen mod: 3.8%[76.3 µM]; SMN2 splice up: -8.5%

How did Cc1oc(-c2cccc(Cl)c2)nc1Cn1c(SCc2ccccc2F)nc2ccncc21 do in these assays?
GAA glycogen mod: 15.6%[76.3 µM]; SMN2 splice up: 11.1%

What do the screens show for `CNC(=O)c1ccc(CSc2nc3ccncc3n2Cc2ccc(C)cc2)cc1`?
GAA glycogen mod: 2.2%[76.3 µM]; SMN2 splice up: -8.4%

How did Cc1nc2c3ccccc3nc(NNC(=O)CCC(=O)N3CCN(c4ccccc4)CC3)n2n1 do in these assays?
GAA glycogen mod: -27.8%[76.3 µM]; SMN2 splice up: 3.6%

Results for OC1(c2ccc(Cl)c(C(F)(F)F)c2)CCN(CCCC(c2ccc(F)cc2)c2ccc(F)cc2)CC1 ?
GLA spleen mod: 10.8%; aGlu spleen mod: 11.6%

How did CC[C@@H](C)C(N)C(=O)O (stereo partly specified) do in these assays?
GLA spleen mod: 9.2%; aGlu spleen mod: 5.9%

Results for O=c1cc(-c2ccc(O)cc2)oc2cc(O[C@@H]3O[C@H](CO)[C@H](O)[C@H](O)[C@H]3O)cc(O)c12 ?
GLA spleen mod: 0.8%; aGlu spleen mod: 2.0%

Results for NC(=O)n1c(O)c(C(=O)c2cccs2)c2cc(Cl)ccc21 ?
GLA spleen mod: -24.0%; aGlu spleen mod: 1.9%

An excerpt from above in order of molar mass, ascending.
Results for C/C=C/C=N\NC(=O)c1ccncc1 ?
GAA glycogen mod: 2.8%[76.3 µM]

What do the screens show for `Nc1ccc(C(=O)Nc2ccccc2N)cc1`?
GAA glycogen mod: 0.6%[76.3 µM]

How did Cc1oc(-c2cccc(Cl)c2)nc1Cn1c(SCc2ccccc2F)nc2ccncc21 do in these assays?
GAA glycogen mod: 15.6%[76.3 µM]; SMN2 splice up: 11.1%

Bioassay records deposited in PubChem BioAssay by National Center for Advancing Translational Sciences (NCATS).

Some of the compounds tested. The share of hits here may be higher or lower than overall.
